# CRE Fsk mod – CRE-bla signaling modulation under forskolin stimulation; CHO CRE-bla reporter (cAMP response element driving beta-lactamase), forskolin EC10, beta-lactamase ratio; Potency, µM (highest dose often 38.2 µM), for inactives: at the top dose activity change, negative = inhibition, actives largely listed as activators; 71,000 compounds, 2.5% hits; AID 662; active = well fitted activation curve with a large enough effect in the signal ratio, with a control signal flat, not every such curve was filed as active; inconclusive = small, poorly fitted or top-dose-only effect, or effect the other way, or a change in a side signal; the % refers to the signal ratio; note: potency is the fitted concentration of half-maximal effect; % of control where 0% means no effect
#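 Modulation of forskolin-driven signalling is measured in CHO cells carrying a CRE-controlled beta-lactamase reporter. Cells are stimulated with EC10 NKH 477 in the presence of titrated compound for 3 h at 37 °C, then loaded with CCF4 for 2 h at room temperature.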
# TexasRed autofl – compounds fluorescent in Texas Red spectral region. Compound fluorescence, Texas Red channel, 547/618 nm; hits give high values. max dye-equivalent concentration, M. 59,000 compounds, 0.06% hits; in the data active = max dye-equivalent concentration above about 10 nM; inconclusive = between about 1.1 nM and that limit
#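 Fluorescence at ex 547/em 618 nm, normalized against an on-plate Texas Red standard series to give dye-equivalent concentration per compound concentration. Buffer 100 mM Tris, pH 8.0; 15 min RT incubation before CCD imaging.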
# HBB splice mod – alters splicing of the hemoglobin beta chain. HBB splicing reporter cell assay, activation; EGFP reporter with mutant IVS2-654 intron; response scale: normalised to 500 nM splice-correcting PNA. Potency, µM (titrated, usually from 46.1 µM), inactives show top-dose activation, most hits filed as activators. 65,000 compounds, 0.06% hits; note: potency is the fitted concentration of half-maximal effect; 0% is about no effect
#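 HeLa cells stably expressing EGFP interrupted by mutant beta-globin intron 2 (IVS2-654), 500/well in 2% FCS. Treated with compound for 2 days at 37C. Splicing correction scored as total well GFP intensity (488 nm excitation, 500-520 nm emission); 500 nM antisense PNA served as control.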
# DNA Pol III inh – DNA polymerase III holoenzyme inhibition | reconstituted DNA polymerase III holoenzyme replication, biochemical | Potency, µM (highest dose often 57.1 µM), inactives show top-dose activity change, negative = inhibition | 71,000 compounds, 0.25% hits; note: potency is the fitted concentration of half-maximal effect; % is set by controls: 0 for no effect and ±100 for the full control effect
#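 Reconstituted *E. coli* holoenzyme (0.35 nM Pol III, 1 nM beta, 154 nM SSB, 2 nM primase) was preincubated with compound for 15 min at RT. Synthesis on 1.4 nM ssM13Gori ran 35 min, then was stopped with PicoGreen/EDTA and read as dsDNA fluorescence.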
# Tau filament bind – binders of human tau filaments; Potency, µM (doses to about 57.1 µM), for inactives: at the highest dose activity change, negative = inhibition; 71,000 compounds, 2% hits; recombinant tau filaments, thioflavin S fluorescence, 15 h; filaments grown with octadecylsulfate alongside compound; P10636;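 note: potency is the fitted concentration of half-maximal effect; % is set by controls: 0 for no effect and ±100 for the full control effect; actives lower thioflavin S fluorescence by blocking filaments or displacing dye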
#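 Recombinant tau protein (human, 1 uM final) plus 30 uM ODS in HEPES pH 7.4 with NaCl, DTT and thioflavine S. Compound present from the start; fluorescence at 510 nm after 15 h, 37 C.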
# ERK AVP inh – blocks ERK signaling stimulated by vasopressin; HEK293-V1b, vasopressin-stimulated pERK AlphaScreen; Potency, µM (titrated, usually from 57.5 µM), inactives show at the highest dose activity, negative = inhibition, most hits filed as inhibitors; 72,000 compounds, 0.99% hits; AID 995; note: potency is the fitted concentration of half-maximal effect; % is set by controls: 0 for no effect and ±100 for the full control effect; nearly all actives have a fitted effect of over 55% in size
#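 HEK293 cells stably expressing V1b receptor, seeded overnight in 1% FBS, were treated with compounds for 30 min at 37C, then stimulated 5 min with 25 nM vasopressin; phospho-ERK read by AlphaScreen SureFire after lysis.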
# Rhodamine fluor – compound fluoresces in the rhodamine spectral region | Rhodamine-region fluorescence, 547/598 nm, Tris buffer; hits give high values | 59,000 compounds, 0.05% hits | max dye-equivalent concentration, M; in the data active = max dye-equivalent concentration above about 11 nM; inconclusive = between about 1.1 nM and that limit
#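 Compound fluorescence in 100 mM Tris, pH 8.0, read after 15 min at room temperature with 547 nm excitation and 598 nm emission. Output is dye-equivalent concentration from an on-plate rhodamine standard series.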
# Hsp90 Hop PPI – changes Hsp90-Hop TPR2A binding signal, up or down. AlphaScreen TPR2A-His6 binding biotin-Hsp90 C-terminal peptide. Potency, µM (top dose mostly 57 µM), inactives show top-dose activity change, negative = inhibition. 71,000 compounds, 0.44% hits. AID 595; active = well fitted curve in either direction with a large enough effect; inconclusive = small, poorly fitted or top-dose-only effect, or another doubt; note: potency is the fitted concentration of half-maximal effect; % is set by controls: 0 for no effect and ±100 for the full control effect; many of its hits are not listed in these tables
# 15-hLO inh – blocks human 15-lipoxygenase activity | P16050 | purified 15hLO-1, xylenol orange hydroperoxide absorbance | Potency, µM (series often up to 57.1 µM), without a hit: top-dose activity change, negative = inhibition, usual class: inhibitors | 74,000 compounds, 1.4% hits; note: potency is the fitted concentration of half-maximal effect; % is set by controls: 0 for no effect and ±100 for the full control effect; nearly all actives have a fitted effect of over 55% in size
# Target sequence (P16050 whole entry, looked up): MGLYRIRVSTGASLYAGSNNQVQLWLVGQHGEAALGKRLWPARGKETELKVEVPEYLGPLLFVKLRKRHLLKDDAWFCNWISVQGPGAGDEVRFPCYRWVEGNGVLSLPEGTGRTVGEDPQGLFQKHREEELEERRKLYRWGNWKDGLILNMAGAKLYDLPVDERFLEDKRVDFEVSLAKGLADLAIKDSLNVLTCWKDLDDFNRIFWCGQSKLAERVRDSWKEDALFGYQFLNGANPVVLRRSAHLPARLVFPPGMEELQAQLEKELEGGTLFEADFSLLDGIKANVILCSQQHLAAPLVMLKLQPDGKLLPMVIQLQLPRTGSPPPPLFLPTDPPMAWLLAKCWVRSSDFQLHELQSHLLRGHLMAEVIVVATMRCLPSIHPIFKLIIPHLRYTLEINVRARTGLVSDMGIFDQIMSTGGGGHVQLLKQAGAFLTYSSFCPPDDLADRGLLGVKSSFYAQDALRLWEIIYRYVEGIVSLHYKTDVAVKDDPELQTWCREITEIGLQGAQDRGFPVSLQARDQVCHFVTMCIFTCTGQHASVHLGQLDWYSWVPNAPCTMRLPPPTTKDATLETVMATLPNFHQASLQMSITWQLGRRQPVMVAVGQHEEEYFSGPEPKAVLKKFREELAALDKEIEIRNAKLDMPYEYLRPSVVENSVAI
#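 Readout: Fe(III)-xylenol orange absorbance, 573-to-405 nm ratio as reaction progress. Enzyme 40 nM purified human 15hLO-1, substrate 50 uM arachidonic acid, 6 min RT after 15 min compound preincubation; Hepes pH 7.5 buffer with Triton X-100.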
# HADH2 inh – inhibitors of human HADH2 dehydrogenase; Q99714; recombinant HADH2, NADH fluorescence, beta-hydroxybutyryl-CoA; Potency, µM (highest dose often 57.1 µM), for inactives: top-dose activity change, negative = inhibition, hits mostly inhibitors; 73,000 compounds, 3.4% hits; AID 886; note: potency is the fitted concentration of half-maximal effect; % is set by controls: 0 for no effect and ±100 for the full control effect; nearly all actives have a fitted effect of over 60% in size; many of its hits are not listed in these tables
# Target sequence (Q99714 whole entry, looked up, one chain of several): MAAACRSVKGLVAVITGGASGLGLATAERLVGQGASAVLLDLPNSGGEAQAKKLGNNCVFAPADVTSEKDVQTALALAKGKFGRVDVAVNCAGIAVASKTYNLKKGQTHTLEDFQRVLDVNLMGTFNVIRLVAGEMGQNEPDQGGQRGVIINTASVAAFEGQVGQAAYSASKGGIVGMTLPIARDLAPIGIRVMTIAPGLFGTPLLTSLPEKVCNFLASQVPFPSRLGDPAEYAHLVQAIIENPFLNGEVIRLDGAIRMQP
#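 Read-out: 360 nm excitation, 450 nm emission, kinetic over 4 min. Conditions: His-tagged human HADH2 20 nM, pH 9.0 Tris with Tween-20, 1 mM NAD+, 90 uM beta-hydroxybutyryl-CoA.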
# Luciferase inh – blocks Photinus pyralis firefly luciferase activity; 72,000 compounds, 2.2% hits; AID 411; Potency, µM (titrated, usually from 57.1 µM), for the others: top-dose activity change, negative = inhibition, hits mostly inhibitors; purified firefly luciferase, luminescence, 8 min; note: potency is the fitted concentration of half-maximal effect; % is set by controls: 0 for no effect and ±100 for the full control effect; nearly all actives have a fitted effect of over 40% in size
#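 Here, luciferase activity is measured as luminescence following an 8 min room-temperature reaction at 10 uM ATP, pH 7.2. Every library sample is titrated.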
# * = called active by the depositor; i = inactive; ? = inconclusive; . = not tested or not shown; [ ] = another dose, or the depositor's remark. Unless noted, calls come from the whole dose curve; as a rule, active = well fitted curve in the direction sought with a large enough effect; inconclusive = small, poorly fitted or top-dose-only effect, or another doubt; inactive = no such curve, though single readings can be large; an effect the other way counts as inactive or inconclusive.
entry	SMILES	DNA Pol III inh	HBB splice mod	HADH2 inh	Hsp90 Hop PPI	Tau filament bind	Luciferase inh	CRE Fsk mod	ERK AVP inh	TexasRed autofl	Rhodamine fluor	15-hLO inh
1	CC(C)CO/N=C1/C[C@@H](O)[C@@H](O)[C@@H]2[C@@H]3C(=O)N(C(C)(C)C)C(=O)[C@H]3CC[C@@H]12	.	1.9%[9.22 µM]	2%[11.4 µM]	.	.	-1%[11.4 µM]	.	3%[11.5 µM]	.	.	1%[11.4 µM]
2	CCn1cc(C(=O)NCCCN2CC(C)CC(C)C2)c2cc(OC)c(OC)cc2c1=O (stereo not given)	0%	2.1%	8%	0%	5%	-2%	?	-21%	i	i	5%
3	CCN(CC)CCOc1ccc(Br)cc1	-5%	0.4%[9.22 µM]	6%	-3%	-12%	-4%	-6%	-14%	.	.	0%
4	COc1ccc(NC(=O)c2c(NC(=O)CNCc3ccco3)sc3c2CCC3)cc1	-2%	-3.4%	96%[activator]	-3%	158%	-5%	7%	-17%	.	.	-9%
5	COC(=O)Cn1c(C(=O)N(C)C)cc2c1C[C@H]1CN(C(=O)c3ccccc3)[C@@](Cc3ccc(OC)cc3)(C(=O)OC)[C@@H]21	1%	0.3%	-7%	-2%	9%	.	-8%	-7%	.	.	.
6	COc1ccc(C2C(C(=O)Nc3cccnc3)=C(C)Nc3nc(-c4ccco4)nn32)cc1 (stereo not given)	-1%	-0.4%	?	?	-8%	0%	-8%	26%	.	.	-2%
7	COC(=O)c1cc2sccc2n1CC(=O)Nc1ccc(OC)c(OC)c1OC	-1%	0.7%	11%	-1%	23%	1%	2%	-20%	i	i	4%
8	O=C(Cc1ccc(Cl)cc1)Nc1ccc2oc(-c3ccncc3)nc2c1	-1%	-0.5%	?	-2%	30%	0%	11%	0%	i	i	-10%
9	CC(=O)Oc1cccc(N2C(=O)C3CC=C(Cl)CC3C2=O)c1 (stereo not given)	-1%	-2.7%	-2%	-3%	2%	-1%	11%	-4%	.	.	-1%
10	COc1ccc(C(c2sc3ncnn3c2O)N2CCN(c3ccccc3F)CC2)cc1OC (stereo not given)	1%	-0.5%	-5%	-7%	-7%	10µM*	?	.	.	.	0%
11	CC(=O)c1sc2nc(=O)c(C)nn2c1C	3%	.	-25%	2%	-5%	-1%	-23%	-11%	?	i	-1%
12	CC(C)c1nc(SCC(=O)N2CCOCC2)c2c(=O)n(C)c(=O)n(C)c2n1	-2%	0.0%	-4%	-8%	21%	1%	15%	.	.	.	4%
13	Cc1cc(-c2ccco2)n(CC(=O)NCCCc2ccccc2)n1	-2%	0.4%	7%	-1%	25%	1%	-11%	-4%	.	.	5%
14	COc1ccc(CCCc2nnc(SCC(=O)Nc3ncc(C)s3)o2)cc1	-3%	-1.3%	11%	?	-17%	16µM*	10µM*	27%	i	i	-9%
15	CCC1(C)Cc2ccccc2-c2c1c(=O)n(Cc1ccccc1)c1nnnn21 (stereo not given)	-1%	1.0%	6%	-3%	-3%	-3%	?	19%	?	i	13%
16	COCCn1nnnc1C(c1ccccc1)N1CCN(C)CC1 (stereo not given)	3%	.	-6%	0%	3%	3%	0%	7%	i	i	-5%
17	Cc1ccc(CNC(=O)[C@H](C)[C@H]2C[C@]2(C)[C@H](NC(=O)OCc2ccccc2)c2ccccc2)o1	10%	3.5%	-14%	-11%	-10%	.	?	12%	.	.	.
18	CCc1ccc(C(c2ccc(CC)cc2)C(Cl)Cl)cc1	-5%	-2.0%	-9%	?	-22%	.	6%	65%[activator]	.	.	-1%
19	CCN(CC)S(=O)(=O)c1ccc(C(=O)Nc2ncn(Cc3ccccc3)n2)cc1	0%	-1.1%	6%	-4%	13%	3%	?	11%	i	i	6%
20	Cn1cccc1Cc1nnc(SCC(=O)Nc2ccc(Cl)cc2)n1-c1ccc(F)cc1	-2%	-1.1%	-12%	-2%[2.3 µM]	53%	2%	?	12%	.	.	-24%
21	COC(=O)[C@@H]1CCCN1C(=O)[C@H]1C[C@@H]1[C@H](NC(=O)OCc1ccccc1)c1ccccc1	-2%	-0.6%	-3%	-1%	-1%	.	-12%	1%	.	.	2%
22	Cc1ccc(C(C)C)n1C(=O)OC(C)(C)C	.	0.1%[9.22 µM]	-5%[11.4 µM]	.	.	2%[11.4 µM]	.	4%[11.5 µM]	.	.	4%[11.4 µM]
23	CCOC(=O)C1=C(C)NC(=O)NC1C1CC=CCC1 (stereo not given)	-4%	-4.0%	13%	-1%	0%	-1%	-3%	-1%	i	i	6%
24	Cc1cccc(NCc2nc(-c3ccccc3)no2)c1	2%	-1.3%	-2%	-1%[2.3 µM]	-1%	-1%	-2%	-1%	.	.	-9%
25	CCOC(=O)c1ccc(N2C(=O)c3n[nH]c(C)c3C2c2ccc(O)cc2)cc1 (stereo not given)	-7%	-0.9%[57.5 µM]	?	0%	10%	-1%	-4%	-27%	i	i	?

# (listing goes on)
entry	SMILES	DNA Pol III inh	HBB splice mod	HADH2 inh	Hsp90 Hop PPI	Tau filament bind	Luciferase inh	CRE Fsk mod	ERK AVP inh	TexasRed autofl	Rhodamine fluor	15-hLO inh
26	CCOC(=O)C1CCCCN1Cc1ccc(OC)c(OC)c1OC (stereo not given)	-4%	5.2%[1.84 µM]	6%	-4%	-9%	0%	18%	6%	i	i	0%
27	Cn1c(=O)c2c(SCc3cccnc3)nc(C3CC3)nc2n(C)c1=O	-4%	-0.2%	-4%	-2%	50%	0%	3.2µM*	.	.	.	2%
28	C[C@@]12CCC(=O)C=C1CC[C@@H]1[C@@H]2[C@H](O)C[C@]2(C)[C@@H]1CC[C@]2(O)C(=O)COC(=O)CCC(=O)O	3%	2.3%	-10%	-7%	-8%	0%	4%	-4%	i	i	6%
29	N=C(N)C(N=Nc1ccccc1)C(=N)N (stereo not given)	9%[11.4 µM]	0.9%[9.22 µM]	-2%[11.4 µM]	1%[11 µM]	?	-1%[11.4 µM]	-1%[7.6 µM]	-14%[11.5 µM]	i	i	-4%[11.4 µM]
30	O=C(c1ccccc1F)N1CCN(CC2CC3C=CC2C3)CC1 (stereo not given)	-8%	-1.9%	4%	-1%	2%	-1%	1%	5%	.	.	-10%
31	Cc1ccc(C)c(N(C(=O)Cn2nnc3ccccc32)C(C(=O)NCc2ccco2)c2ccncc2)c1 (stereo not given)	-3%	.	6%	-2%	36%	2%	-10%	5%	i	i	3%
32	COc1ccc(CCNC(=O)c2ccco2)cc1	1%[11.4 µM]	1.6%[0.0738 µM]	0%[11.4 µM]	-11%[11 µM]	-5%[11.4 µM]	-5%	?	5%	.	.	0%[11.4 µM]

# Screening data from PubChem BioAssay.

# Only part of the results is shown (hit frequency here may not be typical).
